# GPR151 ag = activators of human GPR151 | Q8TDV0 | PathHunter beta-arrestin GPR151 cells, luminescence | activation, % at 11.2 µM | actives 1% (n = 650,000) | AID 1508602; in the data active = activation above about 4.9%;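 also: 0% = median of compound wells and 100% = cells with positive control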
# Target sequence (Q8TDV0 whole entry, looked up): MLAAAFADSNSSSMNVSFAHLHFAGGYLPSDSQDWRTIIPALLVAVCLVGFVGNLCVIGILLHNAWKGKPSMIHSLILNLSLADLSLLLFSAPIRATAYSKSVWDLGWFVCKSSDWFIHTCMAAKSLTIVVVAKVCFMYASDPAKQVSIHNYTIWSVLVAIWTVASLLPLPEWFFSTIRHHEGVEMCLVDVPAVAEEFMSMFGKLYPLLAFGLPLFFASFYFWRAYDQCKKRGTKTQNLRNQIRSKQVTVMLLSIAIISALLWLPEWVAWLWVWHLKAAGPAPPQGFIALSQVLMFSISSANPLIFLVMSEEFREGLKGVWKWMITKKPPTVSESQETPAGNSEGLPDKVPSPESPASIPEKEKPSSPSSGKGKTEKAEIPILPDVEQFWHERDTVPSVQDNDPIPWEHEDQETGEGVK
# MITF inh = blocks human microphthalmia-associated transcription factor | O75030 | AlphaScreen MITF homodimerization, bead proximity signal | inhibition, % at 2.6 µM | actives 0.91% (n = 650,000) | AID 1259374; in the data active = inhibition above about 50%;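 also: 0% = vehicle wells with protein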
# TEAD-YAP inh = TEAD-YAP interaction inhibition | HEK-TIYL cells, TEAD-Gal4/YAP UAS-luciferase luminescence | inhibition, % at 9.12 µM | actives 1.4% (n = 640,000) | AID 1259422; in the data active = inhibition above about 32%;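 also: 0% = median of test compound wells and 100% = reference inhibitor wells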
# FBW7 act = activators of human E3 ligase FBW7; AlphaScreen FBW7–phospho-cyclin E peptide binding, activator screen; normalized activity (activation), % at 26.1 µM; actives 0.13% (n = 650,000); in the data active = normalized activity above about 1.9%;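 also: purified mutant Fbw7 with reduced substrate affinity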
# Target sequence (Q969H0 whole entry, looked up): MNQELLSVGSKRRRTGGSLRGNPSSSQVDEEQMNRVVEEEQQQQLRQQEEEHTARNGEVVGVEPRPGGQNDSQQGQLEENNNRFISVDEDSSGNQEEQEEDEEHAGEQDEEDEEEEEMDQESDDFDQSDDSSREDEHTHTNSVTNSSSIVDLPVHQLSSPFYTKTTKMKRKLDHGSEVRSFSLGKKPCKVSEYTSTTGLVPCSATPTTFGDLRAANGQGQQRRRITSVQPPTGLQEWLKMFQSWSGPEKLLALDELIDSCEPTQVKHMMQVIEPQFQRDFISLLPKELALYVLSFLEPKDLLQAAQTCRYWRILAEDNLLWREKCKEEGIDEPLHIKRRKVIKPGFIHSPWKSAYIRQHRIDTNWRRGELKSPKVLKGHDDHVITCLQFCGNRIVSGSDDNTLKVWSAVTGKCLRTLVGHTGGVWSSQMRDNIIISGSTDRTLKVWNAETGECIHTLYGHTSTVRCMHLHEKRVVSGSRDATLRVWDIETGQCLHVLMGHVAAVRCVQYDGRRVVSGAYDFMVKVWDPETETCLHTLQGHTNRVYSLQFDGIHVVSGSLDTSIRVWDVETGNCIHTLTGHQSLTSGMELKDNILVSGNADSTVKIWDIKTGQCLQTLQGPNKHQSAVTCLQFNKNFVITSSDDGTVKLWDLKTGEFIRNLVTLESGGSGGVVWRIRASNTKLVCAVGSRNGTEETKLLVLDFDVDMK
# * = called active by the depositor; x = no result given.
# Every second line gives: GPR151 ag | MITF inh | TEAD-YAP inh | FBW7 act
CC(=O)Nc1cccc(-c2csc(Nc3ccccc3Cl)n2)c1
    5.0* | 1 | -67 | 0.1
O=C1CCC(C(=O)NNC(=O)c2ccc(Br)cc2)=NN1
    -0.1 | 1 | 8 | 0.1
COc1cc(OC)c(NC(=O)c2nccnc2C(=O)O)cc1Cl
    -0.8 | 22 | -2 | 1.1
CC(C)(C)C1CCc2c(sc3ncnc(SCC(N)=O)c23)C1 (configuration not stated)
    0.5 | 8 | 6 | 0.5
CCOC(=O)c1[nH]c(C)c(C(=O)NCCc2cccc(C)c2)c1C
    0.0 | 14 | -8 | 0.2
CCOC(=O)c1c(C)oc2cc(Br)c(OCc3ccc(F)cc3)cc12
    1.3 | -1 | -3 | 0.0
CC(C)c1ccc(OCC(=O)NC(C)(C)C)cc1
    1.9 | -1 | -18 | 0.0
OC(CNC1CCCc2ccccc21)COCc1ccc2c(c1)OCO2 (configuration not stated)
    0.4 | 28 | -6 | -0.1
CCOC(=O)N1CCN(c2cc(=O)n(-c3ccc(Cl)cc3)c(=O)[nH]2)CC1
    -0.1 | 10 | -4 | -0.2
CCOc1ccc([N+](=O)[O-])cc1C1NC(=O)NC(C)=C1C(C)=O (configuration not stated)
    -0.9 | -6 | -11 | -0.2
O=c1c2ccccc2nc(SCc2c(F)cccc2F)n1CC1COc2ccccc2O1 (configuration not stated)
    0.9 | -5 | -12 | -0.2
Cc1cc(Nc2ccc(Cl)cc2)n(CCO)n1
    0.4 | -9 | 4 | 0.0
CC1CCc2c(sc(NC(=O)C(C(C)C)N3C(=O)c4ccccc4C3=O)c2C#N)C1 (configuration not stated)
    0.0 | -6 | 4 | -0.1
Cc1ccc(-c2nnc(Nc3cccc(O)c3)c3ccccc23)cc1S(=O)(=O)NCCO
    0.1 | -2 | -8 | -0.4
Cn1c2ccccc2c2nnc(N3CCOCC3)nc21
    -4.9 | -10 | -40 | 0.0
O=C(c1cc(-c2ccc(F)cc2)c[nH]1)N1CCOCC1
    -0.8 | 2 | -3 | 0.0
O=c1[nH]c(NCCO)nc2c1C1(CCCCC1)Cc1ccccc1-2
    0.6 | -3 | 7 | 0.1
COc1ccc(-c2noc(CN(C)CCc3cnn(C)c3)n2)cc1
    -1.5 | 2 | -14 | -0.2
CC(C)NC(=O)CCn1c(=S)[nH]c2c(sc3ccccc32)c1=O
    0.2 | 11 | -3 | 0.0
O=C(CCOc1ccccc1)Nc1nnc(-c2ccccc2)o1
    -0.6 | 16 | 2 | 0.1
COc1cc(C2C3=C(CC(C)(C)CC3=O)OC(N)=C2[N+](=O)[O-])ccc1O (configuration not stated)
    -0.5 | 3 | 2 | 0.1
Cc1cccc(N(C)C(=O)Cc2c(C(=O)O)[nH]c3ccccc23)c1
    -0.7 | 0 | 14 | 0.2
CCC(=O)NCCc1csc2nc(-c3ccc(F)cc3)nn12
    0.1 | -6 | -2 | -0.2
Cc1ccc(NC(=O)CSc2nc3ccccc3c(=O)n2CCCN2CCN(c3cccc(Cl)c3)CC2)cc1
    -0.2 | 15 | -5 | 0.2
Cc1nc(-c2cccs2)sc1C(=O)NN
    0.7 | 1 | 11 | -0.2
Cc1cc(=O)[nH]c(N2CCN(CC(=O)Nc3ccccc3F)CC2)n1
    -0.7 | -2 | 2 | 0.5
Cc1csc(SCC(=O)N2CCCC(CCC(=O)NCc3ccc(C)o3)C2)n1 (configuration not stated)
    -0.3 | 3 | -7 | 0.0
C=CCSc1nc2c(c(=O)[nH]c(=O)n2C)n1CC(O)COc1ccccc1C (configuration not stated)
    -1.2 | 12 | 11 | 0.7
CC(=O)Nc1sc2c(c1CN1CCN(C)CC1)CCCC2
    2.4 | 4 | 9 | 0.0
COc1ccc(NC(=O)C2CCCCN2CC(=O)OCc2ccccc2)cc1OC (configuration not stated)
    0.2 | 12 | 8 | 0.1
CC(=O)c1ccc(-c2cc(F)cc3c2OC(CNC(=O)CCc2c(C)n[nH]c2C)C3)s1 (configuration not stated)
    -0.6 | -9 | 3 | 0.0
COC(=O)c1ccc(Nc2nc(Cl)ccc2[N+](=O)[O-])cc1
    0.7 | -18 | 1 | 0.0
CC(=O)COc1cc(OCC(C)=O)c2c(C)cc(=O)oc2c1
    -1.0 | -2 | -4 | 0.0
OCCOc1ccc(CN2CCN(Cc3ccccc3)C(CCO)C2)cc1 (configuration not stated)
    0.9 | 3 | 9 | 0.1
CCOC(=O)c1cc2occc2n1CC(=O)Nc1ccc(F)cc1
    4.2 | 0 | 6 | 0.3
N=C1/C(=C/c2cccn2-c2ccc([N+](=O)[O-])cc2)C(=O)N=C2SC=CN12
    1.0 | 12 | 12 | 0.0
Cc1ccc2c(c1)-c1c(cnn1CC(=O)NC1CCCCCC1)CO2
    0.1 | 3 | 9 | 0.1
CCN(CC)c1nc(C)nc2sc(C(=O)Nc3cc([N+](=O)[O-])ccc3OC)c(C)c12
    -0.3 | 2 | 3 | -0.2
CC(=O)SC(C[N+](=O)[O-])c1cn(C(C)=O)c2ccccc12 (configuration not stated)
    -0.4 | 15 | 5 | 0.0
O=C(CCC1CCCC1)N1CCN(Cc2cccc(F)c2)CC1
    0.3 | 63* | 5 | 0.0

# Gathered by group, those above with an aryl methoxy group (5)
# Every second line gives: GPR151 ag | MITF inh | TEAD-YAP inh | FBW7 act
COc1cc(OC)c(NC(=O)c2nccnc2C(=O)O)cc1Cl
    -0.8 | 22 | -2 | 1.1
COc1ccc(-c2noc(CN(C)CCc3cnn(C)c3)n2)cc1
    -1.5 | 2 | -14 | -0.2
COc1cc(C2C3=C(CC(C)(C)CC3=O)OC(N)=C2[N+](=O)[O-])ccc1O (configuration not stated)
    -0.5 | 3 | 2 | 0.1
COc1ccc(NC(=O)C2CCCCN2CC(=O)OCc2ccccc2)cc1OC (configuration not stated)
    0.2 | 12 | 8 | 0.1
CCN(CC)c1nc(C)nc2sc(C(=O)Nc3cc([N+](=O)[O-])ccc3OC)c(C)c12
    -0.3 | 2 | 3 | -0.2

# Next records follow.
# Every second line gives: GPR151 ag | MITF inh | TEAD-YAP inh | FBW7 act
S=C(NCCc1ccccc1)N/N=C/c1ccccn1
    -1.7 | 38 | 80* | -0.4
CCn1c(COc2ccc(C)cc2)n[nH]c1=S
    0.0 | 9 | -6 | 0.0
Cc1ccc(Cn2ccnc2SCC(=O)NC2CCCC2)cc1
    1.5 | -1 | 0 | -0.1
Cc1cc2cc(CNC(=O)C(=O)c3c[nH]c4ccccc34)ccc2[nH]1
    -0.1 | 14 | -11 | -0.1
COc1ccc(C2(O)CSC3=C(C#N)C(c4cccc(F)c4)CC(=O)N32)cc1OC (configuration not stated)
    -0.6 | 0 | 4 | 0.1
CC1Cc2ccccc2N1C(=O)CSc1nc2ccccc2n1CC(=O)NC1CC1 (configuration not stated)
    0.1 | 2 | 9 | 0.0
O=C(NNc1ccc(S(=O)(=O)N2CCCC2)cc1[N+](=O)[O-])OCc1ccccc1
    0.3 | 1 | -6 | -0.1
CCOC(=O)C1=C(O)/C(=C/c2ccc(OCC(=O)NCc3ccccc3)cc2)N=C1C
    -0.1 | 1 | 7 | -0.1
CN(C(=O)c1ccc([N+](=O)[O-])o1)c1ccccc1
    -0.6 | -28 | 9 | -0.1
O=C(Cc1ccc([N+](=O)[O-])cc1)NCc1ccc(Cl)c(Cl)c1
    -0.8 | 24 | 0 | 0.3
O=C(C1=C(O)C(=O)N(CCCN2CCOCC2)C1c1cccnc1)c1cccs1 (configuration not stated)
    1.3 | 4 | 0 | 0.0
CN(C)c1ccc(-c2c(C#N)c(N)nc3c2CCCCCC3)cc1
    1.0 | 12 | 5 | 0.7
CC/C=C\C/C=C\C=C\[C@@H](O)CCCCCCCC(=O)O
    -3.1 | 0 | x | x
COc1ccc(C(=O)Oc2cc(C)[nH]c(=O)c2[N+](=O)[O-])c(OC)c1
    -1.8 | 18 | 5 | -0.1
Cc1ccc(C(C)CCN2CCc3nnc(CNS(=O)(=O)C(C)C)n3CC2)o1 (configuration not stated)
    0.6 | 15 | -7 | 0.1
Nc1nnc(SCc2cccc([N+](=O)[O-])c2)s1
    -0.3 | 6 | -4 | -0.1
Cn1cnnc1SCC(=O)NN(c1ccccc1)c1ccccc1
    1.9 | 1 | 2 | 0.1
NC(=O)c1c(NC(=O)c2ccc(Oc3ccc(C(=O)Nc4sc5c(c4C(N)=O)CCCCC5)cc3)cc2)sc2c1CCCCC2
    -1.0 | 14 | 0 | 0.1
O=C(O)c1cccc(Oc2cccc(Cl)n2)c1
    -1.0 | -1 | 11 | -0.1
CCN(CC)CCCn1c(=S)[nH]c2cc(Cl)ccc2c1=O
    0.6 | -7 | -3 | 0.1

# Further records:
SMILES	GPR151 ag	MITF inh	TEAD-YAP inh	FBW7 act
O=CNNC(=O)COc1ccc2ccccc2c1	0.2	-11	-11	-0.1
Cc1cc2nc(-c3cccc(NC(=O)c4ccc(Cl)c([N+](=O)[O-])c4)c3)oc2cc1C	-0.3	7	-25	-0.1
O=C(COc1ccc(S(=O)(=O)NCCc2ccccc2)cc1)NCc1ccccn1	3.9	19	6	0.2
CC(C)c1ccc(C(C2=C(O)CC(C)(C)CC2=O)C2C(=O)CC(C)(C)CC2=O)cc1 (configuration not stated)	-0.6	-4	0	-0.1
Clc1ccc(C2=CC(c3ccco3)n3nnnc3N2)cc1 (configuration not stated)	-0.9	13	-10	0.0
COc1ccc2c(c1)c(=O)c1ccccc1n2CC(=O)Nc1ccccc1Cl	2.1	8	-28	0.0
CCCCCCCCCCCCCCCCCC(=O)N[C@H]1CCOC1=O	0.4	-5	x	x
O=C1NC(=Nc2ccccc2Cl)S/C1=C/c1cccc2ccccc12	1.1	3	6	0.0
COc1ccc(C(=O)C2CCN(Cc3nnnn3Cc3cccs3)CC2)cc1	-0.8	-6	14	0.0
CCc1ccc(OC)c(S(=O)(=O)N2CCOCC2)c1	-1.3	5	-7	0.1
CCCCCCOC(=S)SCC(=O)Nc1ccccc1	-1.0	0	-4	0.0
Cc1ccc(-n2cnc3cc(C(=O)N4CCc5ccccc54)ccc32)c(C)c1	3.1	0	-3	-0.1
CC(C)CN1C(=O)c2ccc(-c3nc4ccccc4c(=O)o3)cc2C1=O	-0.2	-8	-6	-0.1
CCOC(=O)c1ccc(NC(=O)CSc2nc3ccccc3c(=O)n2CCC(=O)NCc2ccc(F)cc2)cc1	-0.5	-6	10	0.0
CC1=CCC2C(=O)N(c3ccc(Oc4ccccc4)cc3)C(=O)C2C1 (configuration not stated)	-0.1	11	2	0.0
COCCn1c(SCC(=O)N2CCCC2)nc2c(c1=O)SC(C)C2 (configuration not stated)	3.6	4	13	0.1
O=C1C(=O)N(CNc2ccc(Br)cc2)c2ccccc21	2.2	-3	-1	-0.1
CSc1cccc(N2C(=O)c3ccc(C(=O)O)cc3C2=O)c1	0.0	-4	-7	0.0
COc1ccc(NC(=O)c2cc(C3CC3)[nH]n2)cc1	-0.1	12	-48	0.6
CCc1ccc(NC(=O)Cn2nnc(-c3ccc(S(C)(=O)=O)cc3)n2)cc1	-0.6	2	1	0.9
Cc1ccccc1-n1nc2c(c1NC(=O)c1ccccc1[N+](=O)[O-])CS(=O)C2 (configuration not stated)	1.7	4	-7	-0.2
CN(C)C(=O)c1cnccc1Nc1ccc(C(=O)NC[C@@H](O)C(=O)N(C)C)cc1	-0.5	0	-7	-0.4
Cc1ccc(CNC(=O)CSc2ncn[nH]2)cc1	-0.9	-8	-6	-0.1
COc1ccc(CCNC(=O)c2cc(Cl)nc3ccccc23)cc1	1.8	-4	8	0.1
CCc1ccc(-c2cc3c(=O)n(Cc4nc(-c5cc(OC)cc(OC)c5)no4)ccn3n2)cc1	0.2	-8	2	0.0
Cc1ccc(Nc2c([N+](=O)[O-])ccc3nonc23)cc1C	-1.5	27	3	0.4
COc1cccc(C(=O)COc2ccccc2N2C(=O)C3C4C=CC(C4)C3C2=O)c1 (configuration not stated)	-0.2	-3	-6	-0.1
COc1ccc(Cl)cc1N(CC(=O)NC(C)C)S(=O)(=O)c1ccccc1	0.2	-4	-9	-0.2
O=C(CCc1nnc(-c2ccccc2)o1)NCC1CCN(C2CCCC2)CC1	-1.8	21	-3	0.2
O=[N+]([O-])c1ccc(N2CCCC2)c(/C=N/n2cnnc2)c1	0.1	6	3	0.1
O=C(O)/C=C1\SC(=O)N(c2ccccc2)C1=O	-1.8	9	-8	-0.3
Cc1ccc(CN2CCN(Cc3ccc4c(c3)OCCO4)CC2CCO)o1 (configuration not stated)	5.9*	8	3	0.0
COc1ccccc1-c1nnc(SCC(=O)N(C)C)n1C	0.4	12	-3	0.1
CCOc1ccc(/C=N/Nc2cc(-n3nc(C)cc3C)nc(C)n2)c(O)c1	1.7	10	17	0.0
Cc1cc(C)n(C(=O)C2CCCN2S(=O)(=O)c2ccc(F)cc2)n1 (configuration not stated)	-0.1	17	-3	-0.1
CCN(CC)C(=O)/C(=C\c1ccc2c(c1)OCO2)NC(=O)c1ccccc1	-1.7	5	13	0.7
CCOC(=O)c1[nH]c2ccc(OC)cc2c1N=CN(C)C	0.1	-10	-1	0.0
CCCCN(CC)CCNC(=O)Cn1ccc2ccccc2c1=O	0.0	4	-5	0.1
CC(C)OC(=O)c1ccc(NC(=O)CN2C(=O)c3ccccc3C2=O)cc1	-1.7	9	-2	0.1
Cc1ccc(-c2nc(CS(=O)(=O)CC(=O)NCc3ccccn3)c(C)o2)cc1	0.1	17	6	-0.3
COc1cc(-c2nc(C=Nc3cccc(C(F)(F)F)c3)c(O)o2)cc(OC)c1OC	0.7	-1	1	-0.1
Cc1occc1C(=O)NNC(=O)Nc1cccc(Cl)c1Cl	-0.8	-11	-17	0.5

# Screening results deposited in PubChem by The Scripps Research Institute Molecular Screening Center.

# Outcome played no part in choosing rows. Share with any hit: about 3.5%.
